12-LOX inh: blocks human arachidonate 12S-lipoxygenase; Potency, µM (highest dose often 108 µM), without a hit: at the highest dose activity change, negative = inhibition, actives largely listed as inhibitors; actives 1.1% (n = 580,000); AID 1671190; purified 12hLO, xylenol orange hydroperoxide absorbance; active means well fitted inhibition curve with a large enough effect; inconclusive means small, poorly fitted or top-dose-only effect, or another doubt; inactive means no such curve, though single readings can be large or run the other way
Target sequence (P18054 whole entry, looked up): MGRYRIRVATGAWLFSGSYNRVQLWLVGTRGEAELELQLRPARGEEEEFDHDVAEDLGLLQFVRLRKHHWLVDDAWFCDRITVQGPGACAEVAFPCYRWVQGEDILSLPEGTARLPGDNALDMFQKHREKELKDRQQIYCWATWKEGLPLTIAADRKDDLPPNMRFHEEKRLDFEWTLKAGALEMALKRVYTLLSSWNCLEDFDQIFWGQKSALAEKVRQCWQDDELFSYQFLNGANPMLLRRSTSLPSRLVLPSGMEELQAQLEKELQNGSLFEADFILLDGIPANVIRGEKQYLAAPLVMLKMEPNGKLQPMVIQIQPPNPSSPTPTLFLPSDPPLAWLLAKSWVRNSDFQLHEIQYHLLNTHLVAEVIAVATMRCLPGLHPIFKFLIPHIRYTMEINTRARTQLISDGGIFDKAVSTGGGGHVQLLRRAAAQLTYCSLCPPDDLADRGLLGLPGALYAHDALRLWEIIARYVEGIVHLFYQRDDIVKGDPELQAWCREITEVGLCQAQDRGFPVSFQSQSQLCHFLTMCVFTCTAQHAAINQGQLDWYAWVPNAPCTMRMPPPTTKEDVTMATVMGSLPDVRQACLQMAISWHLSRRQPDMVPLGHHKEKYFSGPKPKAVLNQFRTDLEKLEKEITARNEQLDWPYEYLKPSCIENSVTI
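Purified human 12hLO (150 nM final) in 25 mM Hepes, 0.01% Triton X-100, pH 7.0 was preincubated 15 min at room temperature with compound. Then 40 uM arachidonic acid was added, 30 min. Hydroperoxide was read by Fe-XO absorbance ratio 573/405 nm.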
* hit, by the source's call; ? = inconclusive; [ ] = dose if it differs, or a comment. On the % scale 0 is the no-effect control and ±100 the full control effect; potency means the concentration at half of the fitted maximal effect. An excerpt; the hit share may differ from the screen's.

The opening three records as a preview:
SMILES	12-LOX inh
Cc1cc(-c2ccccc2)nc(SCC(=O)c2ccc3c(c2)OCCCO3)n1	21%
CCOC(=O)c1c(C)c(CCC(=O)NCCN2CCOCC2)c(C)n1C	-3%
COCCNC(=O)c1cc2cc(S(=O)(=O)N(C)C)ccc2n1C	-19%

The whole of this part, from the first entry:
SMILES	12-LOX inh
Cc1cc(-c2ccccc2)nc(SCC(=O)c2ccc3c(c2)OCCCO3)n1	21%
CCOC(=O)c1c(C)c(CCC(=O)NCCN2CCOCC2)c(C)n1C	-3%
COCCNC(=O)c1cc2cc(S(=O)(=O)N(C)C)ccc2n1C	-19%
Cn1nccc1C(=O)N1CCC(c2noc(C3CC3)n2)C1 (stereo not given)	0%
COc1ccc2nc(NC(=O)c3cc(=O)c4ccc(C)c(C)c4o3)sc2c1	-4%
Cn1c(=O)c2c(ncn2CCC(=O)Nc2ccccc2)n(C)c1=O	?
CCc1nc2c(c(-c3ccc(O)cc3)n1)CCN(Cc1ccsc1)CC2	4%
CCOc1ccc(OCC(=O)Nc2ccc3oc(C)nc3c2)cc1	0%
CC1(C)[C@H](Cc2cc(COc3ccccc3)on2)C[C@@H]1NC(=O)C1CCC1	-13%[176 µM]
C[C@H]1CN([C@@H](C)CO)C(=O)CCCn2nncc2CO[C@@H]1CN(C)S(=O)(=O)c1cn(C)cn1	-7%
c1c[nH]c(-c2nc3ncccc3[nH]2)c1	38%[176 µM]
N#Cc1cnc2ncnn2c1N	3%
O=C(CN1CCCCCC1)N1CCC2(CC1)CN(Cc1ccccc1)CC2CO (stereo not given)	22%
CCCNC(=O)NC(=O)CN(C)Cc1ccccc1Br	?
COc1cccc(OC)c1C(=O)N1C(C(=O)NCc2cccc(F)c2)COC12CCCCC2 (stereo not given)	53%[activator]
CN(C(=O)c1ccccn1)C1CCc2ccccc21 (stereo not given)	103%[activator][176 µM]
COc1cc(Nc2ccc3nnc(-c4ccc(C)cn4)n3n2)cc(OC)c1OC	41%[activator][176 µM]
O=C(c1ccc2c(c1)OCO2)N1CCC2(C1)C(=O)Nc1ccccc12 (stereo not given)	6%[6.33 µM]
Cc1nn(CN2CCN(S(=O)(=O)c3ccc(Cl)cc3)CC2)c(=O)c2ccccc12	?
Cc1ccc(N2CC(c3noc(-c4ccccc4Cl)n3)CC2=O)cc1 (stereo not given)	-12%
CC(=O)c1cccc(NC(=O)C2CCCN2S(=O)(=O)c2cccs2)c1 (stereo not given)	5%
Cc1ccc(CNC(=O)c2cc(=O)c3cc(Cl)ccc3o2)cc1	1%
Nc1ccc(Cl)cc1/C(=N/Nc1ccccc1)c1ccccc1	?
O=C(NCc1ccc(F)cc1)N1CC(Oc2ccc(-c3nc(-c4ccccc4)no3)cc2)C1	-2%
O=C(Nc1ccc(F)cc1F)C1(CCO)CCN(c2ncccn2)C1 (stereo not given)	15%
Later entries
SMILES	12-LOX inh
CCCCn1c(=O)[nH]c(=O)c2c1nc(COC(=O)C1(c3ccccc3)CCC1)n2CCC	?
CC(C)CC(=O)N[C@H](C)c1c(-c2ccc(F)cc2)noc1C(=O)O	0%[176 µM]
CC(C)OC(=O)c1ccc(NC(=O)C2=Cc3cc(Br)ccc3OC=C2)cc1	2%
COc1ccc(C(=O)c2oc3ccc(NC(=O)c4ccncc4)cc3c2C)cc1	3%
CC/C=C/CN1CCC2(Cc3ccccc3CNC2=O)C1 (stereo not given)	13%[12.5 µM]
C=CCNc1nc2c(c(=O)n(C)c(=O)n2C)n1CC(O)COc1ccc(OC)cc1 (stereo not given)	3%
Cc1cccc(Oc2ccc3c(c2)cc(C(=O)NCc2ccco2)n3C)c1	?
COc1ccccc1OCCCN1CCC(C(O)(c2ccccc2)c2ccccc2)CC1	-28%
COc1cccc(-c2nc(C3CC(=O)N(c4ccc(C)cc4)C3)no2)c1 (stereo not given)	-10%
Nc1c(C(=O)O)cccc1[N+](=O)[O-]	?
NC(=O)NNC(=S)Nc1ccc(Cl)cc1Cl	?
O=c1[nH]c2ccc(Br)cc2c(-c2ccccc2)c1CN1CCCCC1	22µM*
CCN1CCN(C(=O)c2coc(COc3ccc4c(c3)OCO4)n2)CC1(C)C	3%
CC(C)Cc1cc(C(=O)N2CCOC(C(F)(F)F)C2)n[nH]1 (stereo not given)	82%[activator]
COc1ccccc1NC(=O)CSCc1ccc(Br)cc1	?
O=C1Nc2ccccc2N(C(=O)c2ccc3ccccc3c2)C1c1nc2ccccc2[nH]1 (stereo not given)	-12%
O=C(c1ccc2ccccc2c1)N1CCn2c(nnc2C(=O)N2CCOCC2)C1	15%
CN1c2cc(C(=O)Nc3cccc(F)c3)ccc2C(=O)N2CCCCC21 (stereo not given)	23%
O=C(NCC1CCN(Cc2ccccc2)CC1)[C@H]1O[C@@H](n2ccc(=O)[nH]c2=O)[C@H](O)[C@@H]1O	-11%
Cc1nc(SCc2noc(-c3ccccc3O)n2)n(C2CC2)c1C	-43%
CC(C(=O)NC(=O)NC12CC3CC(CC(C3)C1)C2)N1CCN(c2oc(-c3ccco3)nc2C#N)CC1 (stereo not given)	-10%
Cc1cc(C)c2oc(=O)cc(CN3CCN(CCc4ccccn4)CC3)c2c1	?
COc1cccc(CNC(=O)[C@@H]2C[C@@H](O)CN2C2CCN(C(=O)c3cccc(OC)c3)CC2)c1	38%[activator]
O=C(c1cccc(Cl)c1)N1CCCC(c2nn(-c3ccccc3)c(=O)[nH]2)C1 (stereo not given)	4%
CC1(COc2ccccc2)COc2ccc(C(=O)Nc3ccc4[nH]ccc4c3)cc2N1 (stereo not given)	?

Sorted by value in 12-LOX inh (highest first): 3 from the list above.
Compound	12-LOX inh
Cc1cc(-c2ccccc2)nc(SCC(=O)c2ccc3c(c2)OCCCO3)n1	21%
C[C@H]1CN([C@@H](C)CO)C(=O)CCCn2nncc2CO[C@@H]1CN(C)S(=O)(=O)c1cn(C)cn1	-7%
O=C(NCC1CCN(Cc2ccccc2)CC1)[C@H]1O[C@@H](n2ccc(=O)[nH]c2=O)[C@H](O)[C@@H]1O	-11%

(next part)
SMILES	12-LOX inh
CCCCCn1nc(C(=O)Nc2nc(C)cs2)c2ccccc2c1=O	?
Cc1cc(C(=O)O)c2c(C(C)C)nn(-c3ccc(F)cc3)c2n1	?
CC(Nc1sc(S(C)(=O)=O)nc1S(=O)(=O)c1ccc(Cl)cc1)c1ccccc1 (stereo not given)	-6%
O=C(c1ccccn1)N1CCCC1c1nc(C2CCOCC2)no1 (stereo not given)	2%
COc1ccc(CN2C(=O)CO[C@H]3CN(Cc4c[nH]c5ccccc45)C[C@H]32)cc1	40µM*
CCCNC(=O)N(C)C[C@@H]1Oc2cc(C#C[C@H](C)O)ccc2S(=O)(=O)N([C@H](C)CO)C[C@H]1C	?
Cc1ccccc1CC(=O)N1[C@@H]2CC[C@H]1CC(NC(=O)c1ccncc1)C2 (stereo not given in full)	7%
CCc1cc(N2C[C@H]3CN(C4CCOCC4)C[C@@]3(C(=O)O)C2)nc(C)n1	-14%
Cn1ncc2c(SCc3nc4ccccc4n3C(F)F)ncnc21	-9%
O=C(c1ccccc1)N1CCC(Cc2nc(-c3ccncc3)n[nH]2)CC1	23%
Cc1ccsc1CNC(=O)c1ccccn1	?
COc1ccc(C(=O)C2CC(=O)Nc3c2c(C)nn3-c2cccc(C)c2C)cc1F (stereo not given)	-31%
Cc1ccc(-n2nc(C)c([C@@H]3C=C[C@@H](NC(=O)c4cccs4)C3)c2C)cc1Cl	?
COc1ccc(Cl)cc1NC(=O)CSc1nnc(-n2nc(C)cc2C)n1N	3%
CCc1nnsc1C(=O)NCC1(c2ccc(F)cc2)CCCC1	?
Cc1ccccc1-n1nnnc1C(C)(C)N1CCOCC1	17%
c1cc(CN2CCOCC2)cc(-c2cnn3ccccc23)c1	9%
CC1(C(=O)NCc2cccnc2)CCCc2cnc(Nc3ccccc3F)nc21 (stereo not given)	1%[176 µM]
CN(C)c1cccc(C(=O)Nc2ccc(-c3nnc4n3CCCC4)cc2)c1	52%[activator]
O=C(NCC1CCCO1)Nc1c(NC2CCCCC2)c2ccccc2oc1=O (stereo not given)	?
CS(=O)(=O)N[C@@H]1[C@@H](NC(=O)CCC2=NNC(=O)CC2)[C@H]2CCO[C@H]21	42%
CCc1cccc(NC(=O)c2c(-c3ccccc3Cl)noc2C)c1	15%
CN1CCN(C(=O)c2cccnc2-c2nc3ccccc3s2)CC1	32µM*
CNC(=O)CCn1ncc2cc(OC3CCc4cccc(-c5ccncc5)c43)ccc21 (stereo not given)	-7%[176 µM]
CCc1noc(C)c1C(=O)Nc1sc(Cc2ccccc2)cc1C(=O)OC	2%

Taken from above (six entries):
SMILES	12-LOX inh
O=C(NCC1CCCO1)Nc1c(NC2CCCCC2)c2ccccc2oc1=O (stereo not given)	?
CS(=O)(=O)N[C@@H]1[C@@H](NC(=O)CCC2=NNC(=O)CC2)[C@H]2CCO[C@H]21	42%
CCc1cccc(NC(=O)c2c(-c3ccccc3Cl)noc2C)c1	15%
CN1CCN(C(=O)c2cccnc2-c2nc3ccccc3s2)CC1	32µM*
CNC(=O)CCn1ncc2cc(OC3CCc4cccc(-c5ccncc5)c43)ccc21 (stereo not given)	-7%[176 µM]
CCc1noc(C)c1C(=O)Nc1sc(Cc2ccccc2)cc1C(=O)OC	2%

Next section
SMILES	12-LOX inh
COc1ccc(C2Cn3cnc(C(=O)N4CCC(C(=O)NC(C)C)CC4)c3CO2)cc1 (stereo not given)	-1%
COCc1ccc(C(=O)N2CCCC(CCc3cccc(OC)c3)C2)o1 (stereo not given)	50%[activator]
CC(=O)N1CCC(NC2(Cc3cc(CN(C)Cc4ccccc4)on3)COC2)CC1	4%[176 µM]
CSc1ccc(CN2C(=O)C(C)ON=C2c2ccccc2F)cc1 (stereo not given)	0%
Cc1ccc(-c2c(N3CCCC3)n[nH]c2C2CC2)cc1	0%
Cc1nc2nc(NCc3ccc(Cl)cc3)[nH]n2c(=O)c1CCC(=O)Nc1cccc2ccccc12	-4%
CN1CCC(NC(=O)C2(C)CN(Cc3ccccc3)Cc3ccc(Nc4ccccc4)nc32)CC1 (stereo not given)	-10%
COc1ccc(-c2noc([C@@H]3C[C@H](NCc4cccc(C#N)c4)CN3C)n2)cc1	114%[activator][176 µM]
Cc1ccccc1-c1cc2nc(NCc3ccc4occc4c3)n(C)c(=O)c2s1	5%
O=C1NCc2ccccc2CC12CCCN(Cc1cc(F)ccc1F)C2 (stereo not given)	3%[6.33 µM]

An excerpt of these results, as a markdown table.
| SMILES | 12-LOX inh |
| --- | --- |
| Cc1nc(SCc2noc(-c3ccccc3O)n2)n(C2CC2)c1C | -43% |
| CC(C(=O)NC(=O)NC12CC3CC(CC(C3)C1)C2)N1CCN(c2oc(-c3ccco3)nc2C#N)CC1 (stereo not given) | -10% |
| Cc1cc(C)c2oc(=O)cc(CN3CCN(CCc4ccccn4)CC3)c2c1 | ? |
| COc1cccc(CNC(=O)[C@@H]2C[C@@H](O)CN2C2CCN(C(=O)c3cccc(OC)c3)CC2)c1 | 38%[activator] |
| O=C(c1cccc(Cl)c1)N1CCCC(c2nn(-c3ccccc3)c(=O)[nH]2)C1 (stereo not given) | 4% |
| CC1(COc2ccccc2)COc2ccc(C(=O)Nc3ccc4[nH]ccc4c3)cc2N1 (stereo not given) | ? |
| CCCCCn1nc(C(=O)Nc2nc(C)cs2)c2ccccc2c1=O | ? |
